# From PubChem
# GAA spleen mod = qHTS Assay for Inhibitors and Activators of Human alpha-Glucosidase From Spleen Homogenate | Lysosomal alpha-glucosidase (Homo sapiens), P10253 | Potency, µM (highest dose often 79.9 µM), for the others: top-dose activity change, negative = inhibition, usual class: inhibitors | 240,000 tested, 0.006% active | human spleen homogenate, 4-MU-alpha-glucoside fluorescence;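 further: 0% = enzyme with vehicle and -100% = no enzyme basal signal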
#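 AC50 values come from Hill-equation fits of concentration-response data, normalized to no-enzyme and full-activity controls. Enzyme source: 1 ug human spleen homogenate; 1 mM fluorogenic 4-MU glucoside, pH 5.0 citrate buffer, 37 C, 40 min.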
# Epigenetic reg = Quantitative High-Throughput Screen for Regulators of Epigenetic Control | murine LDR cells, GFP reporter derepression, 30 h | Potency, µM (titrated, usually from 53.9 µM), inactives show top-dose GFP activation, hits mostly activators | 280,000 tested, 0.2% active | AID 1865, 2009; further: % of control where 0% means no effect; nearly all actives have a fitted effect of over 60% in size
#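 In this reporter-derepression format, murine cells bearing a silenced integrated CMV-GFP locus incubate with test compound (30 h, 37 C), then are washed and imaged; fluorescent objects of 20–120 um count as induced cells.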
# aGal spleen mod = qHTS Assay for Inhibitors and Activators of Human alpha-Galactosidase From Spleen Homogenate | Alpha-galactosidase A (Homo sapiens), P06280 | human spleen homogenate, 4MU-alpha-Gal fluorescence, 40 min | Potency, µM (series often up to 80 µM), for inactives: at the top dose activity change, negative = inhibition, actives largely listed as inhibitors | 240,000 tested, 0.008% active | AID 2107, 2009;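 further: 0% = enzyme with vehicle and -100% = no enzyme basal signal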
#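 Human spleen homogenate (1 ug) was the enzyme source, with 4-methylumbelliferyl-alpha-D-galactopyranoside (1 mM final) in pH 5.0 citrate buffer with 0.01% Tween-20. Compounds were titrated; after 40 min at 37C, NaOH/glycine stop, 4-MU fluorescence read; AC50 from Hill fits.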
# GAA glycogen = qHTS Assay for Inhibitors and Activators of Human alpha-Glucosidase Cleavage of Glycogen; recombinant GAA, glycogen substrate, Amplex Red glucose oxidase fluorescence; 300,000 tested, 0.38% active; Potency, µM (highest dose often 76.4 µM), inactives show at the highest dose activity change, negative = inhibition, actives largely listed as inhibitors; Lysosomal alpha-glucosidase (Homo sapiens), P10253; AID 2100, 2009;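 further: 0% = full enzyme reaction and -100% = no-enzyme basal signal; the screen sought inhibitors and activators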
#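 Recombinant human enzyme (4 nM); glycogen substrate; 37 C, 40 min, pH 5.0. Readout: coupled glucose oxidase/Amplex Red fluorescence.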
# GAA inh = qHTS Assay for Inhibitors of Human alpha-Glucosidase as a Potential Chaperone Treatment of Pompe Disease; 200,000 tested, 0.005% active; purified human GAA, 4-MU-alpha-glucoside fluorescence; AID 1466, 2008; Potency, µM (doses to about 76.9 µM), inactives show at the highest dose activity change, negative = inhibition, actives largely listed as inhibitors; Lysosomal alpha-glucosidase (Homo sapiens), P10253;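 further: plate controls were uninhibited enzyme wells for no effect and no-enzyme background for full effect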
#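 Human enzyme at 4 nM with 400 uM 4-methylumbelliferyl-alpha-D-pyranoside, citrate/phosphate buffer pH 5.0, 0.005% Tween-20, 20 min at room temperature. Compounds up to 77 uM. 4-MU fluorescence (Ex 365/Em 440) read after NaOH/glycine stop; AC50 from Hill fit.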
# ALDH1A1 inh = qHTS Assay for Inhibitors of Aldehyde Dehydrogenase 1 (ALDH1A1); Purified ALDH1A1, NADH fluorescence, propionaldehyde substrate; Potency, µM (highest dose often 75.3 µM), without a hit: at the top dose activity, negative = inhibition, hits mostly inhibitors; 220,000 tested, 7.3% active; AID 1030, 2008; active means well fitted inhibition curve with a large enough effect, not every such curve was filed as active; inconclusive means small, poorly fitted or top-dose-only effect, or another doubt; inactive means no such curve, though single readings can be large or run the other way;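 further: plate controls were no enzyme wells and a reference inhibitor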
# Target sequence (P00352 whole entry, looked up): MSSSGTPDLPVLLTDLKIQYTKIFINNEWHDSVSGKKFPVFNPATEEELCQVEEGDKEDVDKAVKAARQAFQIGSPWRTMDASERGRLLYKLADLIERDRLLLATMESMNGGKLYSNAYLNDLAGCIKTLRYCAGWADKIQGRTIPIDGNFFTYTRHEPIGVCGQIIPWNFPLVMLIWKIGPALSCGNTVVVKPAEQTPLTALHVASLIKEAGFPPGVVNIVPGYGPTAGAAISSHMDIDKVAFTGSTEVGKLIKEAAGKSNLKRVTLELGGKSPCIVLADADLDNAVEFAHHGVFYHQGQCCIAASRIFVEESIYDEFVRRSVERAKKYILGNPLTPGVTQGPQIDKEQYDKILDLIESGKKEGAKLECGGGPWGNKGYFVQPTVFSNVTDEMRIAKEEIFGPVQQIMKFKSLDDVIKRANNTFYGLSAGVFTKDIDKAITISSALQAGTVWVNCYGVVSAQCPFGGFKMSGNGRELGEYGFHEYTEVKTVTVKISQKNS
# NPSR antagonist = qHTS Assay for Antagonists of the Neuropeptide S Receptor: cAMP Signal Transduction | Q6W5P4 | CHO-NPSR cells, cAMP TR-FRET, antagonist mode | Potency, µM (doses to about 38.3 µM), for inactives: top-dose activity change, negative = inhibition, actives largely listed as inhibitors | 220,000 tested, 1% active | AID 1461, 2008; further: on the % scale 0 is the no-effect control and ±100 the full control effect; nearly all actives have a fitted effect of over 50% in size; many of its hits are not listed in these tables
# Target sequence (Q6W5P4 whole entry, looked up): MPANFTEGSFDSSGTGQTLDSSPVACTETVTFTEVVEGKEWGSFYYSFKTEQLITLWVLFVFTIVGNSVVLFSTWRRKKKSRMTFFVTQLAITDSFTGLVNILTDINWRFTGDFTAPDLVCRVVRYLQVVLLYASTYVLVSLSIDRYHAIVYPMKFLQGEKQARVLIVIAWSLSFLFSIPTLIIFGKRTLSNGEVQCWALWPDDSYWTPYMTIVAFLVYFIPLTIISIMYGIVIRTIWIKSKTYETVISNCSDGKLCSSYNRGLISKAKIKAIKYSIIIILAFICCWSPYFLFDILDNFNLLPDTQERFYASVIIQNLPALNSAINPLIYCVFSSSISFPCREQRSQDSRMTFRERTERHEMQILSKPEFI
# Tau fluor counter = Counterscreen qHTS for Inhibitors of Tau Fibril Formation, Fluorescence Polarization; tau K18 P301L (four-repeat tau fragment) Alexa594 fluorescence, heparin fibrillization; Potency, µM (series often up to 57.7 µM), without a hit: at the top dose activity change, negative = decrease; 280,000 tested, 0.93% active; AID 1463, 2008; further: on the % scale 0 is the no-effect control and ±100 the full control effect; nearly all actives have a fitted effect of over 55% in size
#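 Human K18 P301L tau (15 uM unlabeled plus 0.24 uM Alexa 594-labeled, final) in 100 mM sodium acetate pH 7 was mixed with compound and 20 uM heparin and incubated 6 hr at 37 C.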
# * = called active by the depositor; ? = inconclusive; nt = no result given; [ ] = dose if it differs, or a comment. Unless noted, the call rests on the fitted dose curve; in most records, active means well fitted curve in the direction sought with a large enough effect; inconclusive means small, poorly fitted or top-dose-only effect, or another doubt; inactive means no such curve, though single readings can be large; an effect the other way counts as inactive or inconclusive. Potency means the concentration at half of the fitted maximal effect. Some of the compounds tested (hit frequency here may not be typical).
[1] O=C(Nc1ccc(-n2cnnn2)cc1)C1CCC1
[2] CN(CC(=O)Nc1cccnc1)S(=O)(=O)c1cc(Cl)ccc1Cl
[3] CSc1nc(C)cc(-n2cc(F)c(=O)[nH]c2=O)n1
[4] CCN(CCNC(=O)c1cccc(N2CCCC2=O)c1)c1ccccc1
[5] COCCCNC(NC(=O)c1ccc(OC)cc1)C(Cl)(Cl)Cl (stereo unspecified)
[6] CC(=O)Nc1nc2c(C)c(Cl)ccc2s1
[7] Cc1ccc(NC(=O)C(=O)NCc2ccccn2)cc1
[8] Cc1ccc2nc(SCC3CCCCO3)[nH]c2c1 (stereo unspecified)
[9] Cc1ccc2nc3c(c(Nc4ccc5c(c4)OCCO5)c2c1)CCC3
[10] CCc1ccccc1NC(=O)Nc1cccn(Cc2ccc(F)cc2)c1=O

Compound	1	2	3	4	5	6	7	8	9	10
GAA spleen mod	3%	0%	2%	8%	-4%	-1%	1%	4%	6%	-4%
Epigenetic reg	-0.8%	-1.1%	0.6%	-1.0%	-1.4%	0.0%	0.4%	-1.5%	-1.3%	0.0%
aGal spleen mod	14%	1%	2%	7%	1%	5%	4%	5%	4%	-6%
GAA glycogen	0%	3%	-12%	?	21%	9%	-9%	1%	-5%	13%
GAA inh	-13%	-7%	3%	-4%	-3%	nt	-2%	nt	-6%	-5%
ALDH1A1 inh	-7%	11%	1%	-3%	-5%	nt	0%	nt	-3%	?
NPSR antagonist	-8%[46.1 µM]	-6%[46.1 µM]	8%[7.67 µM]	-8%[46.1 µM]	-15%	-29%	19%	-11%	-6%	?
Tau fluor counter	3%	-1%	-5%	-15%	6%	?	-9%	-7%	-2%	-18%

[11] CCCNC(=O)Nc1ccccc1SC
[12] CCOC(=O)c1cccc(NS(=O)(=O)Cc2ccccc2)c1
[13] O=C(NCc1cccs1)C(=O)NCC1OCCCN1S(=O)(=O)c1ccc(F)cc1 (stereo unspecified)
[14] COc1ccc(C(=O)NCc2nnc(SCC(=O)c3ccccc3)n2C)cc1
[15] Cc1cc(C)n(-c2nc3ccccc3[nH]c2=O)n1
[16] COc1cc(NC(=O)c2ccc(CNc3c(N4CCOCC4)c(=O)c3=O)cc2)cc(OC)c1
[17] O=C1c2ccccc2S(=O)(=O)c2cc(C(=O)N(c3ccccn3)c3ccccn3)ccc21
[18] O=C(CSc1nc2c(sc3ccccc32)c(=O)n1CCCN1CCOCC1)NCC1CCCO1 (stereo unspecified)
[19] COc1ccc(C2CC(C(F)(F)F)n3ncc(C(=O)Nc4cccc(O)c4)c3N2)cc1OC (stereo unspecified)
[20] Oc1ccc(Cl)cc1-c1cc(-c2cccc(Br)c2)n[nH]1

Compound	11	12	13	14	15	16	17	18	19	20
GAA spleen mod	-9%	-2%	1%	-10%	-4%	-2%	-6%	2%	2%	-1%
Epigenetic reg	2.4%	-2.6%	-3.0%	2.3%	-1.0%	-0.2%	-1.0%	-0.4%	4.8%	8.0%
aGal spleen mod	-1%	2%	-6%	1%	-7%	-5%	-2%	-1%	-19%	-6%
GAA glycogen	2%	4%	9%	-15%	3%	23%	19%	5%	-45%	-3%
GAA inh	1%	8%	-2%	9%	?	1%	2%	1%	15%	-7%
ALDH1A1 inh	-11%	8%	?	0%	?	-5%	7%	13%	3%	1%
NPSR antagonist	16%	-2%	14%	6%	-1%	-7%[46.1 µM]	40%	-21%	-23%[46.1 µM]	-22%[46.1 µM]
Tau fluor counter	8%	3%	-7%	0%	7%	-27%	-6%	-2%	-22%	?

[21] O=C(O)CCN1C(=O)/C(=C/c2ccc(-c3nc4ccccc4s3)o2)SC1=S
[22] NS(=O)(=O)c1ccc(N/N=C/c2ccc(O)c(O)c2O)c([N+](=O)[O-])c1
[23] O=C(COC(=O)CCc1nc2ccccc2c(=O)[nH]1)NCc1ccc(F)cc1
[24] O=C1N=c2ccccc2=C1c1c(O)n(-c2cccc(F)c2)[nH]c1=O
[25] COc1cccc(Nc2nc(-c3ccc4c(c3)OCCO4)cs2)c1
[26] Cc1ccc(-n2c(SCC(=O)OC(C)C)nnc2-c2cnccn2)cc1
[27] CN(C)CCc1cc2c(c3c1ccc1ccccc13)OCO2
[28] CCOC(=O)N1CCC(NS(=O)(=O)c2cc(Br)cc3c2N(C(=O)CC)CC3)CC1
[29] Cc1nc2ccc(S(=O)(=O)NC(C(=O)NCc3cccs3)C(C)C)cc2s1 (stereo unspecified)
[30] CCOc1ccc(CCNC(=O)CN2CCN(Cc3ccc(F)cc3)C2=O)cc1OCC

Compound	21	22	23	24	25	26	27	28	29	30
GAA spleen mod	-2%	-24%	1%	-1%	-6%	2%	2%	-7%	-6%	-1%
Epigenetic reg	-1.1%	-1.0%	0.0%	0.0%	-1.1%	-0.2%	2.3%	3.2%	-1.0%	0.0%
aGal spleen mod	3%	-9%	3%	1%	1%	3%	1%	-6%	-2%	-5%
GAA glycogen	11%	?	1%	-3%	?	1%	4%[76.3 µM]	0%	13%	4%
GAA inh	-4%	nt	nt	2%	4%	3%	nt	-7%	6%	-1%
ALDH1A1 inh	3.5µM*	nt	nt	25µM*	?	1%	?	12%	-9%	0%
NPSR antagonist	-15%[46.1 µM]	15%	11%	-3%	-14%[46.1 µM]	-2%[46.1 µM]	nt	-7%[46.1 µM]	-4%	-9%[46.1 µM]
Tau fluor counter	-25%	2µM*[quencher]	-14%	-25%	11µM*[quencher]	-2%	?	-1%	-2%	-8%

[31] C=CCN(c1ccccc1)S(=O)(=O)c1cc(C(=O)NC2=NCCS2)ccc1Cl
[32] Cn1ncc(Br)c1C(=O)O
[33] CC1CCc2sc(C(=O)N/N=C/C3CCCCC3)cc2C1 (stereo unspecified)
[34] CCN(CC)CCNc1nc2nonc2nc1NCCN(CC)CC
[35] Cc1ccc2oc(=O)c3cnn(CC(=O)N4CCc5ccccc5C4)c3c2c1
[36] CCOC(=O)c1sc(NC(=O)CSc2nc(C)cc(C)n2)c(C#N)c1C
[37] CC1=C(/C=C/C(=O)O)C(C)(C)CCC1
[38] O=c1[nH]c2ccc(N=Cc3c(O)ccc4cc(Br)ccc34)cc2[nH]1
[39] Cc1ccc(S(=O)(=O)N2CCN(Cc3cccc(C)c3O)CC2)cc1
[40] Cc1ccc(S(=O)(=O)NC(C(=O)Oc2ccc3c(C(F)(F)F)cc(=O)oc3c2)c2ccccc2)cc1 (stereo unspecified)

Compound	31	32	33	34	35	36	37	38	39	40
GAA spleen mod	9%	2%	9%	0%	8%	0%	-7%	0%	-4%	2%
Epigenetic reg	18%	-0.3%	1.0%	0.0%	-2.3%	0.9%	-1.0%	?	2.0%	3.2%
aGal spleen mod	5%	2%	3%	-24%	2%	-3%	-3%	-10%	-1%	7%
GAA glycogen	27%	2%	11%	5%	-14%	7%	6%	-25%	-7%	3%
GAA inh	-9%	1%	5%	nt	1%	3%	-3%	0%	-7%	-1%[15.4 µM]
ALDH1A1 inh	-1%	11%	11µM*	nt	-13%	-5%	-2%	1µM*	5%	-6%
NPSR antagonist	-34%	17%	-20%	19%	-18%[46.1 µM]	-18%[46.1 µM]	1%[46.1 µM]	-2%	-11%[46.1 µM]	-9%[46.1 µM]
Tau fluor counter	?	2%	-12%	11%	-6%	-25%	-2%	-23%	-3%	-4%

[41] COc1ccc(Nc2oc(COc3ccc(OC)cc3)nc2C#N)cc1
[42] S=c1[nH]nc(-c2cc(-c3ccccc3)n[nH]2)n1/N=C/c1c(Cl)cccc1Cl
[43] CCNC(=O)C(=O)Nc1ccc(OC)c(Cl)c1
[44] CCn1c(SCC(=O)Nc2ccc3c(c2)OCCO3)nc2c(c1=O)SC(C)C2 (stereo unspecified)
[45] CC(=O)NC(Cc1cccc(F)c1)C(=O)NC1CCN(C(=O)c2cccc(C)c2)CC1 (stereo unspecified)
[46] O=C(CC1NCCc2ccccc21)Nc1cccc(Cl)c1 (stereo unspecified)
[47] Cc1ccc(NC(=O)CCNS(=O)(=O)c2cc(Br)cnc2N)c(Cl)c1
[48] Cn1nccc1NC(=O)NC(=O)c1c(Cl)cccc1Cl

Compound	41	42	43	44	45	46	47	48
GAA spleen mod	-2%	2%	-2%	-15%	-1%	3%	0%	6%
Epigenetic reg	0.0%	0.5%	0.6%	-1.1%	0.0%	-0.1%	0.1%	-1.8%
aGal spleen mod	-5%	-14%	-9%	4%	-3%	0%	5%	3%
GAA glycogen	?	-2%	5%	-6%	13%	3%	6%	5%
GAA inh	-8%	-10%[15.4 µM]	1%	9%	?	-5%	4%	nt
ALDH1A1 inh	-2%	5%	5%	0%	4%	1%	-20%	nt
NPSR antagonist	-15%[46.1 µM]	?	11%	-15%[46.1 µM]	19%	-22%	7%	21%
Tau fluor counter	28µM*[quencher]	?	4%	-10%	-21%	-5%	-12%	-25%
